Assay outcomes from PubChem.
Insulin prom inh = TRM-6 insulin promoter activity inhibition; TRM-6 cells (human fetal islet line), insulin promoter-eGFP reporter, imaging; reporter expression induced with tamoxifen; inhibition, % at 2 µM; 130,000 compounds, 0.9% hits; AID 1273;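 active = inhibition above the mean plus 3 SD, with well images judged a real hit on visual review, cut at about 60% in these data, passing the limit was not always enough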
SDO1 yeast rescue = sdo1-depleted yeast growth rescue; S. cerevisiae sdo1-depleted JHY4D growth rescue, OD600 30 h; active compounds read high; pdr5 snq2 efflux-pump mutant strain; z-score at 10 µM; 140,000 compounds, 0.21% hits;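 active = z-score above 3 at both the 24 hr and the 30 hr optical density reads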;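 note: z-score against mean and SD of all compound wells on the same plate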
SDO1 yeast rescue Rescue 24 h = second read-out of SDO1 yeast rescue, no call of its own (marks repeat the call); z-score; S. cerevisiae sdo1-depleted JHY4D growth rescue, OD600; measured here: growth rescue at 24 h;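 0 is the plate mean of compound wells and units are plate SD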
Active calls of the source: *; · = not tested or not shown.

| Insulin prom inh | SDO1 yeast rescue | SDO1 yeast rescue Rescue 24 h | smiles |
| --- | --- | --- | --- |
| 29 | -1.2 | -0.18 | CCC(=O)Nc1ccc(C(=O)CSc2nc3ccccc3cc2CC)cc1 |
| 57 | -0.89 | 0.17 | CCc1c(C(=O)Nc2nnc(C3CC3)s2)csc1C |
| 29 | 1.1 | 0.75 | COc1cccc(-c2nc(CS(=O)(=O)CC(=O)NCc3ccccc3)c(C)o2)c1 |
| -3 | -0.04 | 1.2 | CCN(CC)c1c([N+](=O)[O-])c(=O)sc2ccccc12 |
| · | 0.72 | 0.32 | Cc1ccsc1C1C(C(=O)O)c2ccccc2C(=O)N1C (stereo not drawn) |
| 7 | 0.16 | 0.58 | CCOc1ccc(NC(=O)CN(c2cccc(C(F)(F)F)c2)S(C)(=O)=O)cc1 |
| -32 | 0.55 | 0.48 | O=C(Nc1ccc(Cl)cc1F)C1CCN(S(=O)(=O)c2cccnc2)CC1 |
| 17 | 1.1 | 0.93 | COCCNC(=O)c1nn2cccnc2c1Cl |
| -212 | 0.48 | -0.42 | Cc1nc([N+](=O)[O-])cn1CC(=O)NCCCO |
| -322 | · | · | CSc1nn2c(C)c(C)c(C)nc2c1C#N |
| · | -0.3 | 0.71 | COc1ccccc1-c1cc(-c2ccc(C)cc2)nc(SCc2nnc(-c3ccccc3)o2)c1C#N |
| 4 | -0.04 | 0.25 | O=S(=O)(c1ccccc1)N1CCC(n2nnc3cc(F)ccc32)CC1 |
| · | -1.4 | -1 | CC(=O)Nc1ccc(CN2CCN(c3cccc(C(F)(F)F)c3)CC2)cc1 |
| · | 0.43 | 0.07 | CCNc1nc(NCC)nc(C(=O)OCCO)n1 |
| · | 1.9 | 2.3 | COc1ccccc1OCCC(=O)OCC(=O)NCc1ccccc1 |

In the list so far, two have a nitro group on carbon.
| Insulin prom inh | SDO1 yeast rescue | SDO1 yeast rescue Rescue 24 h | smiles |
| --- | --- | --- | --- |
| -3 | -0.04 | 1.2 | CCN(CC)c1c([N+](=O)[O-])c(=O)sc2ccccc12 |
| -212 | 0.48 | -0.42 | Cc1nc([N+](=O)[O-])cn1CC(=O)NCCCO |

Further results follow:
| Insulin prom inh | SDO1 yeast rescue | SDO1 yeast rescue Rescue 24 h | smiles |
| --- | --- | --- | --- |
| 34 | 0.48 | -0.35 | Cn1c(=O)cc(NCc2ccccc2)[nH]c1=O |
| · | -0.6 | -0.86 | CN(c1cc(=O)n2ccccc2n1)C1CCCCC1 |
| -19 | -0.12 | -0.18 | CNc1oc(C)nc1S(=O)(=O)c1ccc(C)cc1 |
| -73 | · | · | CCOC(=O)c1c(NC(=O)c2nn(C)cc2[N+](=O)[O-])sc(C)c1C |
| · | -1.5 | -1.8 | O=C1c2ccccc2C(Nc2ccc(S(=O)(=O)N3CCCCCC3)cc2)N1Cc1ccco1 (stereo not drawn) |
| -10 | · | · | CN(C)/C=C/c1oc2ccc(O)cc2c1[N+](=O)[O-] |
| 14 | 0.99 | 0.69 | Nc1c(S(=O)(=O)c2ccccc2)c2nc3ccccc3nc2n1CCN1CCOCC1 |
| -64 | 1.1 | 0.91 | CC(=O)c1c(C)[nH]c(C(=O)OCC(=O)N2c3ccccc3NC(=O)C2(C)C)c1C |
| 19 | 0.32 | 1.8 | Cc1cc(C(=O)CSc2ccc(F)cc2)cc(C)c1OC(=S)N(C)C |
| 6 | 0.68 | 1.4 | Cc1c(Br)cc(C(=O)N2CCN(CCO)CC2)c(C)c1C |
| 20 | -1.7 | -1.7 | CCOc1ccc(NC(=O)Nc2cc(C)ccc2OC)cc1 |
| 43 | -0.74 | -0.41 | CC(C)OC(=O)c1cc(NC(=O)c2nn(C)cc2Br)cc(C(=O)OC(C)C)c1 |
| · | 1.6 | -0.25 | O=C(COc1ccc(Cl)cc1)NCc1nnc(SCC(=O)NCCc2ccccc2)o1 |
| -19 | 0.39 | 0.25 | C=C(C)C(C)(C#CCN1CCCC1)OC(C)=O (stereo not drawn) |
| · | 0.19 | -0.48 | O=C(O)COc1ccc(-c2nccc(-c3cccs3)n2)cc1 |
| 64 | 0.62 | 0.61 | O=C(CN1C(=O)c2ccccc2S1(=O)=O)N1CCN(c2ccc(F)cc2)CC1 |
| 35 | -0.4 | -0.67 | COc1ccc2c(c1OC)C(=O)c1ccccc1C2=O |
| 19 | 1.3 | 1.6 | COc1ccccc1C(=O)NNC(=O)c1ccccc1[N+](=O)[O-] |
| 58 | -0.33 | -0.21 | COc1cc(-c2nnc(SCC(=O)c3cc(C)n(CC4CCCO4)c3C)o2)cc(OC)c1OC (stereo not drawn) |
| · | 0.9 | 0.24 | Cc1nn(C(=O)C2CC2)c(C)c1Sc1ccc(Cl)cc1 |
| 0 | -0.74 | -1.2 | COc1ccc(CCNC(=O)CSc2nc3ccccc3o2)cc1 |
| -125 | 0.67 | 0.34 | COc1cc(CNCc2cccs2)ccc1OCC(=O)NC(C)(C)C |
| -38 | -0.89 | -0.7 | N#C/C(=C(/O)CN1CCOCC1)c1nc(-c2ccccc2)cs1 |
| -24 | 1.6 | 2 | CN(C)C(=O)CSc1nc2ccccc2n1CC(=O)N1CCN(c2ccccc2)CC1 |
| -55 | -0.75 | -0.03 | Cc1ccc(-c2csc(NC(=O)CSc3nc4ccccc4o3)n2)cc1 |
| 54 | 0.18 | 0.99 | COC(=O)c1sccc1NC(=S)Nc1cc(C)cc(C)c1 |
| 28 | 0.46 | 0.02 | COCCCNC(=S)Nc1ccccc1C |
| · | 1.6 | 2.1 | CCCCCCNC(=O)CCNC(=O)c1cc(OC)c(OC)c(OC)c1 |
| -20 | -0.77 | 1.5 | CCOC(=O)c1cc2c(C)n(-c3ccc(N(C)C)cc3)c(C)c2cc(C(=O)OCC)c1=O |
| · | -0.75 | -0.29 | O=C1OC(OC2CCCCC2)(c2ccccc2)c2ccccc21 (stereo not drawn) |
| -500 | 0.92 | 0.33 | CCN1CCN(C(=O)c2ccc(Cl)c(S(=O)(=O)N3CCOCC3)c2)CC1 |
| 29 | 0.97 | 1.2 | Cc1cc(C)n2nc(SCC(=O)N3CCc4ccccc43)nc2n1 |
| -62 | · | · | CCC(C)C(NC(N)=O)C(=O)NC1CCC(C)CC1 (stereo not drawn) |
| -48 | 0.1 | 0.76 | Cc1ccc(S(=O)(=O)N2CCC(=O)N(C(COCc3ccc(Cl)cc3Cl)Cc3ccccc3)CC2)cc1 (stereo not drawn) |
| · | 1 | 1.2 | CCOC(=O)CN1CC23C=CC(O2)C(C(=O)Nc2ccc(OCC)cc2)C3C1=O (stereo not drawn) |
| -295 | 0.96 | 0.75 | COc1ccc(NC(=O)C2CCCCN2N)cc1OC (stereo not drawn) |
| · | 1.2 | 1.1 | O=C(NCc1ccccn1)C1CCC(=O)N1C1CCCCC1 (stereo not drawn) |
| 15 | 0.18 | 1 | Cc1ccc(C(C(=O)NC2CCCCC2)N(Cc2cccnc2)C(=O)C2COc3ccccc3O2)o1 (stereo not drawn) |
| 14 | 0.11 | -0.5 | CCN(C1CCS(=O)(=O)C1)S(=O)(=O)c1cccs1 (stereo not drawn) |
| -43 | · | · | CC(/C=N/Nc1nc(C)cc(=O)[nH]1)=C\c1ccccc1 |
| · | 0.79 | 0.72 | Cc1ccc(C(=O)NC(c2ccccc2)C(Cl)Cl)cc1 (stereo not drawn) |
| 25 | · | · | CC(=O)Oc1ccc(N(c2ccccc2)S(=O)(=O)c2ccc(C)cc2)cc1 |
| · | -0.94 | -0.31 | COC(=O)Cc1ccc(NC(=S)N2CCN(c3ccc(F)cc3)CC2)cc1 |

Ordered by number of heavy atoms (highest first): part of the list above
| Insulin prom inh | SDO1 yeast rescue | SDO1 yeast rescue Rescue 24 h | smiles |
| --- | --- | --- | --- |
| -48 | 0.1 | 0.76 | Cc1ccc(S(=O)(=O)N2CCC(=O)N(C(COCc3ccc(Cl)cc3Cl)Cc3ccccc3)CC2)cc1 (stereo not drawn) |
| 15 | 0.18 | 1 | Cc1ccc(C(C(=O)NC2CCCCC2)N(Cc2cccnc2)C(=O)C2COc3ccccc3O2)o1 (stereo not drawn) |
| 58 | -0.33 | -0.21 | COc1cc(-c2nnc(SCC(=O)c3cc(C)n(CC4CCCO4)c3C)o2)cc(OC)c1OC (stereo not drawn) |
| -20 | -0.77 | 1.5 | CCOC(=O)c1cc2c(C)n(-c3ccc(N(C)C)cc3)c(C)c2cc(C(=O)OCC)c1=O |
| -24 | 1.6 | 2 | CN(C)C(=O)CSc1nc2ccccc2n1CC(=O)N1CCN(c2ccccc2)CC1 |
| · | 1 | 1.2 | CCOC(=O)CN1CC23C=CC(O2)C(C(=O)Nc2ccc(OCC)cc2)C3C1=O (stereo not drawn) |
| 64 | 0.62 | 0.61 | O=C(CN1C(=O)c2ccccc2S1(=O)=O)N1CCN(c2ccc(F)cc2)CC1 |
| · | -0.94 | -0.31 | COC(=O)Cc1ccc(NC(=S)N2CCN(c3ccc(F)cc3)CC2)cc1 |
| · | 1.6 | 2.1 | CCCCCCNC(=O)CCNC(=O)c1cc(OC)c(OC)c(OC)c1 |
| -125 | 0.67 | 0.34 | COc1cc(CNCc2cccs2)ccc1OCC(=O)NC(C)(C)C |
| 29 | 0.97 | 1.2 | Cc1cc(C)n2nc(SCC(=O)N3CCc4ccccc43)nc2n1 |
| -38 | -0.89 | -0.7 | N#C/C(=C(/O)CN1CCOCC1)c1nc(-c2ccccc2)cs1 |
| · | 1.2 | 1.1 | O=C(NCc1ccccn1)C1CCC(=O)N1C1CCCCC1 (stereo not drawn) |
| 54 | 0.18 | 0.99 | COC(=O)c1sccc1NC(=S)Nc1cc(C)cc(C)c1 |
| · | 0.9 | 0.24 | Cc1nn(C(=O)C2CC2)c(C)c1Sc1ccc(Cl)cc1 |
| -62 | · | · | CCC(C)C(NC(N)=O)C(=O)NC1CCC(C)CC1 (stereo not drawn) |
| 14 | 0.11 | -0.5 | CCN(C1CCS(=O)(=O)C1)S(=O)(=O)c1cccs1 (stereo not drawn) |
| -19 | 0.39 | 0.25 | C=C(C)C(C)(C#CCN1CCCC1)OC(C)=O (stereo not drawn) |
| 28 | 0.46 | 0.02 | COCCCNC(=S)Nc1ccccc1C |

Only part of the results is shown; rates above refer to the full screens.
